Screens as filed in PubChem BioAssay.
RORgamma inh = ROR gamma (mouse) transcription inhibition; P51450; Drosophila S2 Gal4-RORgamma UAS-luciferase reporter, 20 h; Potency, µM (series often up to 53.6 µM), inactives show top-dose activity change, negative = inhibition, usual class: inhibitors; 310,000 tested, 5.4% active; note: potency is the fitted concentration of half-maximal effect; % is set by controls: 0 for no effect and ±100 for the full control effect; nearly all actives have a fitted effect of over 60% in size
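In this cell-based reporter format, copper sulfate (700 uM final) drives Gal4–ROR gamma fusion expression from a metallothionein promoter in Drosophila Schneider cells; compounds preincubated 1 hr, reporter read after 20 hr at ambient temperature.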
FBPA coupling cs = coupling enzyme interference in Giardia aldolase counter-screen; coupling enzyme system counterscreen, AmpLite Red fluorescence; 290,000 tested, 0.67% active; activity change, negative = inhibition, % at 58.2 µM, hits read low; in the data active = activity change below about -30%; note: % is set by controls: 0 for no effect and ±100 for the full control effect
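First, compound is pin-transferred into glyceraldehyde-3-phosphate coupling-enzyme reagent at 57.5 uM final and held 10 min at RT. Next, substrate, coupling system and AmpLite Red are added. After 20 min RT, fluorescence (525/598 nm) is read.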
NPC1 prom act = NPC1 promoter activation; Huh7 NPC1 promoter luciferase reporter, 24 h; Potency, µM (series often up to 9.22 µM), without a hit: top-dose activation, usual class: activators; 320,000 tested, 2.4% active;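 note: potency is the fitted concentration of half-maximal effect; % of control where 0% means no effect; nearly all actives have a fitted effect of over 60% in size; reporter is driven by a mutant NPC1 promoter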
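Compounds in DMSO were transferred onto Huh7 NPC1-luciferase reporter cells pre-incubated 2 h; after 24 h at 37 °C, Amplite reagent was dispensed and luminescence recorded 10 min later.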
Giardia killer = kills Giardia lamblia. activity change, % at 7.66 µM, hits read low. Giardia lamblia trophozoite viability. AID 540267. 340,000 tested, 0.15% active; in the data active = activity change below about -80%; inconclusive = between about -30% and that limit;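 note: parasites exposed to compound for two days anaerobically before the ATP read; % is set by controls: 0 for no effect and ±100 for the full control effect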
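ATP-content bioluminescence gauges trophozoite survival. Cells (100/well) receive compound and incubate anaerobically for 48 hrs at 37 deg C; detection reagent follows for 15-30 min at room temperature.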
Tb PFK block = inhibitors of T. brucei phosphofructokinase | 330,000 tested, 0.17% active | T. brucei PFK, ADP-Glo luminescence | Potency, µM (top dose mostly 57.5 µM), for the others: top-dose activity, negative = inhibition, actives largely listed as inhibitors | AID 485367 | O15648;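 note: potency is the fitted concentration of half-maximal effect; 0% = uninhibited 1x PFK enzyme wells and -100% = no-enzyme wells; nearly all actives have a fitted effect of over 60% in size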
Target sequence (O15648 whole entry, looked up): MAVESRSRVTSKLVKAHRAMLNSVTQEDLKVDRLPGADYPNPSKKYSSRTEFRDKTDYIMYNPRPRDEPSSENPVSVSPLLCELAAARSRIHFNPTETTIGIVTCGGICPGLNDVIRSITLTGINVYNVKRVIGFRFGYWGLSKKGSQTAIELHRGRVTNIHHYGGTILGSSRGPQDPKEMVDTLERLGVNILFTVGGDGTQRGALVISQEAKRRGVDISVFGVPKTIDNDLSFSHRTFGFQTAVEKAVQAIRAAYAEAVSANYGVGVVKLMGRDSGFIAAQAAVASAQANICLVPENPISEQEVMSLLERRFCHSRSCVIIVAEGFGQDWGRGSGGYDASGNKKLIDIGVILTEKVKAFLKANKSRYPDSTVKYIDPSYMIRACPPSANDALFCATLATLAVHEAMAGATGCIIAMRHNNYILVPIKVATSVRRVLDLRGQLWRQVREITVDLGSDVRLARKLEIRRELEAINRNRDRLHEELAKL
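ADP-Glo luminescence quantified ADP after 45 min at room temperature, with 1.25 nM T. brucei PFK, 0.1 mM ATP and 0.5 mM fructose-6-phosphate in pH 8.0 TEA buffer. qHTS titrations up to 57 µM; curves classified by quality.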
Gal4-VP16 FLuc = counter-screen for ROR gamma inhibitors: Gal4-VP16 reporter; Potency, µM (titrated, usually from 53.6 µM), inactives show at the top dose activity, negative = inhibition, usual class: inhibitors; 310,000 tested, 3.5% active; Drosophila S2 Gal4-VP16 UAS-luciferase, luminescence, 20 h;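 note: Gal4-VP16 expression switched on by copper sulfate through the metallothionein promoter; potency is the fitted concentration of half-maximal effect; % is set by controls: 0 for no effect and ±100 for the full control effect; nearly all actives have a fitted effect of over 50% in size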
uPA surface inh = cell surface uPA generation inhibition. 330,000 tested, 0.31% active. cell surface uPA generation assay, qHTS. Potency, µM (titrated, usually from 38.3 µM), without a hit: at the highest dose activity change, negative = inhibition, actives largely listed as inhibitors; active = well fitted inhibition curve with a large enough effect; inconclusive = small, poorly fitted or top-dose-only effect; inactive = no such curve, though single readings can be large or run the other way; tested in mouse RAW 264.7 cells; note: potency is the fitted concentration of half-maximal effect; % is set by controls: 0 for no effect and ±100 for the full control effect; nearly all actives have a fitted effect of over 55% in size
ELG1 genotoxic = genotoxicity induction in ELG1-luciferase HEK293T cells | HEK293T ELG1-luciferase reporter, luminescence, 16 h | 330,000 tested, 1.3% active | Potency, µM (top dose mostly 46 µM), inactives show top-dose activity change, positive = activation, most hits filed as activators | AID 504466; note: potency is the fitted concentration of half-maximal effect; % of control where 0% means no effect; nearly all actives have a fitted effect of over 60% in size
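Genotoxicity was scored as increased ELG1-luciferase reporter signal, measured by ONE-Glo luminescence (30 min, room temperature). Compound or vehicle exposure of the HEK293T reporter cells lasted 16 hr at 37°C.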
KCNH2 3.1 block = KCNH2 3.1 (human) potassium channel inhibition; AID 720553; 340,000 tested, 0.95% active; activity change, % (tested at about 1.8 µM); U2OS KCNH2 3.1, thallium flux FluxOr; hits give low values;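 active = maximum activity change below -70%; inconclusive = maximum activity change from -70% to -50%; inactive = maximum activity change above -50%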;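 note: thallium influx rate constant from kinetic fluorescence after stimulation buffer; % is set by controls: 0 for no effect and ±100 for the full control effect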
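We transduce U2OS cells with the mutant 3.1 virus, culture them overnight, load FluxOr with Red40 quencher for 45 min, then add stimulation buffer and read kinetically for 2 min to derive a normalized rate constant.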
FLuc modulator = counter-screen for miR-21 project: firefly luciferase inhibitors or activators; P08659; purified FLuc, Km substrates, luminescence inhibition; Potency, µM (top dose mostly 57.5 µM), inactives show at the highest dose activity change, negative = inhibition, usual class: inhibitors; 360,000 tested, 6.9% active; AID 588342;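 note: potency is the fitted concentration of half-maximal effect; plate controls were vehicle for no effect and reference inhibitor for full effect; nearly all actives have a fitted effect of over 55% in size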
Target sequence (P08659 whole entry, looked up): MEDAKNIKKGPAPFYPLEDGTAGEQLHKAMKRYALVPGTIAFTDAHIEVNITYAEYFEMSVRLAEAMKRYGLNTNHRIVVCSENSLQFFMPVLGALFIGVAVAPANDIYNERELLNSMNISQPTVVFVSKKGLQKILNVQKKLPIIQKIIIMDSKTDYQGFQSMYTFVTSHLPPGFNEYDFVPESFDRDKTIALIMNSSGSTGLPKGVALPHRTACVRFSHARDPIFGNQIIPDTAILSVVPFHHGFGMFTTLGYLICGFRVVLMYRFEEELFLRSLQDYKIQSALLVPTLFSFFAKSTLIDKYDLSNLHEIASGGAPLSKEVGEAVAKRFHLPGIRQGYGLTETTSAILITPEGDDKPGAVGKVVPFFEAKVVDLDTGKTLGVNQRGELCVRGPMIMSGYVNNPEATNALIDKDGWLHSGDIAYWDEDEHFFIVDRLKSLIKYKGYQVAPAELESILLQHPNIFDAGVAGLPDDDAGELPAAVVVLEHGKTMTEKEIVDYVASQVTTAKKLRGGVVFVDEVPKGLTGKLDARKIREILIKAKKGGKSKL
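Biochemical qHTS of compounds, final roughly 60 µM downward over six points, against 10 nM purified firefly luciferase using Km concentrations of substrates (10 uM D-luciferin, 10 uM ATP) in Tris acetate pH 7.5 buffer; luminescence output.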
Rab9 prom act = activates the Rab9 promoter. Huh7 Rab9 promoter-luciferase reporter, luminescence, 24 h. Potency, µM (top dose mostly 9.22 µM), for inactives: at the highest dose activation, negative = inhibition, hits mostly activators. 320,000 tested, 2.8% active; note: potency is the fitted concentration of half-maximal effect; % of control where 0% means no effect; nearly all actives have a fitted effect of over 60% in size
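Steps: seed 1500 Huh7 Rab9-luc cells per well, rest 2 h at 37 °C; add compound in DMSO; incubate 24 h; add luciferase reagent, 10 min ambient; read luminescence.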
An asterisk follows results filed as active; u = inconclusive; x = not tested or not shown; [ ] = dose if it differs, or a comment. Unless noted, calls come from the whole dose curve; as a rule, active = well fitted curve in the direction sought with a large enough effect; inconclusive = small, poorly fitted or top-dose-only effect, or another doubt; inactive = no such curve, though single readings can be large; an effect the other way counts as inactive or inconclusive.

SMILES	RORgamma inh	FBPA coupling cs	NPC1 prom act	Giardia killer	Tb PFK block	Gal4-VP16 FLuc	uPA surface inh	ELG1 genotoxic	KCNH2 3.1 block	FLuc modulator	Rab9 prom act
COc1ccccc1OCc1nnc(SCCN2CCOCC2)o1	5.1%	-3.1	2.8%	3.5	-6.8%	-2.2%	x	0.2%	-10.5	1.9%	-0.4%
Cc1ccc(S(=O)(=O)C(CCC(=O)N2CCOCC2)S(=O)(=O)c2ccc(C)cc2)cc1	-21.6%	3.3	-4.2%	-4.7	0.2%	-2.7%	4.7%	1.0%	-7.1	-1.1%	1.2%
Cc1nc2scc(-c3ccccc3)c2c(=O)o1	-2.1%	3.4	0.3%	3.6	-7.5%	1.3%	5.2%	-2.3%	-10.1	2.0%	1.5%
O=c1[nH]c(SCc2cccc(F)c2)nc2c1CCCC2	8.4%	-1.7	1.2%	14.8	-1.0%	9.7%	29.8%	0.7%	4.0	4.5%	-11.9%
CCNC(=O)COc1cccc(C(=O)NCc2ccccc2)c1	-1.0%	-0.6	-4.1%	-14.7	-6.6%	1.6%	-0.4%	0.9%	-6.1	1.1%	-2.7%
COCC1CCCCN1C(=O)c1ccc(OC2CCN(Cc3ccccn3)CC2)cc1 (centres undefined)	-43.7%	0.2	-0.4%	4.8	2.1%	-4.4%	2.1%	-0.4%	x	5.8%	-5.2%
Cc1ccc(NC(=O)CCNC(=O)Cn2ccc3ccccc3c2=O)cc1F	3.7%	-0.3	29.1%	-19.5	3.3%	-3.6%	-0.2%	u	9.3	16.9µM*	u
Cc1cccc(NC(=S)NC(=O)c2ccc(Br)o2)c1C	3.55µM*	2.0	6.6%	4.3	-0.4%	u	-1.2%	8.5%	-17.7	u	0.7%
O=C(COC(=O)/C=C/c1ccc(Cl)cc1Cl)NCC1CCCO1 (centres undefined)	x	x	x	-20.4	-1.7%	x	16.3%	1.3%	-1.7	x	x
CN(Cc1ccccc1)C(=O)COC(=O)c1ccc2c(c1)OCO2	44.5%	6.7	7.4%	-11.3	-1.4%	-3.8%	4.5%	12.5%	-18.0	u	1.2%
O=C1c2ccccc2/C(=C\c2ccc3[nH]ccc3c2)N1c1ccccc1	x	x	x	-1.2	6.8%	x	-17.2%	16.3%	-5.5	x	x
COc1ccc(CCNC(=O)C2CCCN(c3nc4ccccc4s3)C2)cc1OC (centres undefined)	12.3%	5.3	11.5%	-0.8	-3.5%	-12.4%	0.9%	-10.3%	17.4	-13.6%	0.0%
O=C(NCCCn1ccnc1)C1CCCN(S(=O)(=O)c2cc(Cl)ccc2Cl)C1 (centres undefined)	-23.4%	0.2	-6.3%	6.3	7.0%	u	-2.2%	-9.9%	2.7	-0.2%	-0.4%
CC(=O)c1c(C)nc(-c2ccc(OCC(=O)Nc3cccc(C)c3C)cc2)n1O	20.3%	0.6	0.5%	22.4	-0.3%	-8.7%	0.2%	6.4%	7.1	u	-0.4%
COC(=O)c1ccc2c(=O)n(CCCCCC(=O)NCc3ccccn3)c(=O)[nH]c2c1	-0.3%	3.5	1.3%	1.3	-16.6%	4.2%	1.3%	-0.4%	4.3	u	18.9%
Cc1cccc(/C(N)=N/OC(=O)c2ccc(F)cc2)c1	8.91µM*	0.4	1µM*	9.1	-6.4%	22.4µM*	-6.6%	u	-8.6	0.269µM*	1.58µM*
COc1ccc(C(=O)CSc2nc3nc(C)cc(C)n3n2)cc1OC	2.5%	3.4	-3.9%	-7.3	14.9%	-13.7%	-5.3%	2.0%	2.6	-29.7%	0.6%
Cc1cc(=O)nc2c3ccccc3n(CC(=O)NCCCN3CCCCC3C)n12 (centres undefined)	-20.4%	x	9.7%	9.5	-2.9%	6.6%	13.5%	-2.4%	21.2	-4.1%	2.2%
CC(=O)c1c(N2CCN(C)CC2)nc(=S)n(Cc2ccccc2)c1C	-1.4%	-0.7	-4.6%	-25.0	-3.2%	-3.7%	0.8%	0.4%	18.9	-0.4%	-5.1%
COc1cccc(C(=O)NCC(=O)OCC(=O)c2ccccc2)c1	-4.2%	-0.2	0.9%	-13.4	-0.8%	-4.5%	0.9%	6.8%	-1.3	u	0.4%
CCN(CC)S(=O)(=O)c1ccc(N2CCOCC2)c(NC(=O)c2cc(C)cc(C)c2)c1	-23.0%	-2.5	-2.5%	-5.9	2.4%	-29.0%	-18.7%	-3.3%	-1.8	0.2%	11.6%
CC1CCCCN1S(=O)(=O)c1ccc(C(=O)N2CCOCC2)cc1 (centres undefined)	20.5%	2.0	-0.5%	-3.0	2.3%	-6.0%	3.5%	-1.5%	4.2	0.1%	-1.9%
CN(C(=O)c1ccc(=O)[nH]c1)C1(C(=O)NC2CCCCC2)CCCCC1	-4.6%	1.9	1.0%	32.4[activator]	1.7%	-1.7%	0.7%	-3.1%	-17.2	-1.4%	-1.4%
O=C(CNC(=O)c1ccc(N2C(=O)c3ccccc3C2=O)cc1)OCC(=O)c1cccc2ccccc12	-4.8%	-0.8	-0.6%	-5.8	6.1%	17.8%	-0.4%	0.0%	5.0	0.6%	-0.4%
Cc1onc(-c2ccccc2Cl)c1C(=O)NCCn1c(C)cc2ccccc21	2.2%	-0.1	-5.8%	1.8	1.6%	4.6%	-5.2%	u	-15.5	1.2%	6.6%
O=C1C(Cc2ccc(F)cc2)SC(=Nc2ccccc2)N1c1ccccc1 (centres undefined)	43.5%	-0.3	-0.4%	-3.6	1.1%	3.0%	-1.8%	-2.6%	-19.8	-0.8%	0.5%
O=C(O)c1ccc(-c2nc3scc(-c4ccccc4)c3c(=O)[nH]2)cc1	-21.8%	0.9	0.4%	1.6	-1.4%	-10.8%	4.4%	-1.1%	33.6	9.53µM*	-9.9%
Cc1cccc(C(=O)Nc2cc(Cl)ccc2-n2cncn2)c1[N+](=O)[O-]	x	x	-2.1%	7.3	-6.0%	x	-0.1%	0.3%	1.4	0.3%	3.8%
COc1ccc(NC(=O)c2ccc(-n3nc(C)cc3C)cc2)cc1OC	36.4%	2.7	-1.7%	-6.3	1.2%	-0.7%	1.0%	-0.2%	-1.7	15.1µM*	17.8%
CC(=O)O[C@@H]1[C@H]2[C@@H](C[C@@H](C)[C@@H]3CCC(=O)[C@@]13C)OC(=O)[C@@H]2C	-9.6%	6.0	-10.0%	-14.9	2.7%	1.7%	7.9%	3.6%	18.9	0.8%	-5.4%
O=C(c1cc2ccccc2oc1=O)N1CCN(c2ncccn2)CC1	u	-0.3	19.3%	-5.2	-2.5%	14.5%	2.6%	18.4µM*	3.8	21.3µM*	u
Cc1cccc(N2CCN(C(=O)C3CCN(c4ncnc5c4nc4n5CCCCC4)CC3)CC2C)c1 (centres undefined)	u	1.2	-22.5%	-7.4	-19.0%	0.0%	-19.8%	-14.7%	-8.2	0.6%	-20.8%
Fc1ccc(NC(=S)N2CCCCC2)cc1	-0.9%	-0.3	3.8%	14.0	-1.6%	u	2.1%	0.1%	6.2	-15.4%	18.3%
CCCN(c1ccccc1F)S(=O)(=O)c1c[nH]c(C(=O)OC)c1	-16.8%	4.3	-0.1%	-16.5	0.2%	9.3%	-20.7%	2.0%	-4.3	0.6%	-5.8%
O=C1CC2(CCN(C(=O)c3c(F)cccc3Cl)CC2)Oc2ccccc21	x	x	0.5%	4.0	14.3%	x	-3.3%	-3.3%	-10.3	-1.7%	-1.1%
COc1ccc(Br)cc1CN(C)C(C)C(=O)Nc1cc([N+](=O)[O-])ccc1OC (centres undefined)	21.0%	-2.1	-0.5%	5.5	0.0%	-19.5%	7.2%	-2.0%	6.4	0.7%	-1.0%
Cc1cc(N2CCCC2)ccc1NC(=O)COc1cccc(C(F)(F)F)c1	11.2µM*	x	-16.4%	-2.8	2.4%	u	-14.2%	0.7%	19.2	0.8%	-27.7%
CCOc1ccc(OCCC(=O)OCC(=O)Nc2ccc(C)c(S(=O)(=O)N3CCCCC3)c2)cc1	x	x	-0.7%	1.6	-0.6%	x	-5.8%	0.4%	0.6	10.7µM*	-1.1%
CCN(CC)c1ccc(C=C2C(=O)OC3(CCCCC3)OC2=O)cc1	-24.9%	-0.9	-5.2%	7.6	-7.9%	1.9%	-2.8%	-0.2%	4.3	u	9.8%
CCN(CC)C(=O)CSc1nc2sc(C)c(C)c2c(=O)[nH]1	-28.9%	-1.4	1.2%	-21.9	-0.6%	5.1%	-2.7%	6.6%	1.1	4.1%	0.2%
CCCc1sc(N/N=C/c2ccccn2)nc1-c1ccc(F)cc1	0.282µM*	-9.8	-36.1%[inhibitor]	14.5	-2.7%	0.316µM*	-17.3%	u	-6.9	-15.9%	-31.7%[inhibitor]
